# PDI inh: blocks human protein disulfide isomerase activity. 350,000 compounds, 0.052% hits. inhibition, % at 10 µM. PDI insulin aggregation turbidity, A650, 90 min. P07237. AID 588391;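 active means mean inhibition across replicates of 30% or more, whatever share of single replicates reach that level; inconclusive means mean inhibition below 30% while every single replicate reaches 30%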;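 further: absorbance from insulin aggregation driven by PDI reduction with DTT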
# Target sequence (P07237 whole entry, looked up): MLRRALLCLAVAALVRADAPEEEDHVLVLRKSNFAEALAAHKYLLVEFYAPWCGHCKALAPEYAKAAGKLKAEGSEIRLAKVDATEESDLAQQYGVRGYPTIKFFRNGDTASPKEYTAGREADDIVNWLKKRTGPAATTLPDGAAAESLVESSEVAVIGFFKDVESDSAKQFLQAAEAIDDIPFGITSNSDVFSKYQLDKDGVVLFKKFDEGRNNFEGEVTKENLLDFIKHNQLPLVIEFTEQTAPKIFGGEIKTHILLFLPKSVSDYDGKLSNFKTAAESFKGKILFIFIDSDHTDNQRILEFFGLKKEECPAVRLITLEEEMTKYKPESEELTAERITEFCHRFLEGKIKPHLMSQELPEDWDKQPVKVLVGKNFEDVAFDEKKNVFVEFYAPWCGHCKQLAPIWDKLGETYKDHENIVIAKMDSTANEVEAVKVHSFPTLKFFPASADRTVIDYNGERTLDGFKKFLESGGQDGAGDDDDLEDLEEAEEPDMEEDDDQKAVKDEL
# TRPM1 prom inh: reduces MITF-dependent TRPM1 promoter luciferase signal; SK-MEL-5 TRPM1 promoter luciferase, 24 h; inhibition, % at 12.5 µM; 330,000 compounds, 0.83% hits; AID 488899;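 active means mean inhibition across replicates of 60% or more, whatever share of single replicates reaches that level; inconclusive means some that reach 60%, reason not given; inactive means mean inhibition across replicates below 60%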; further: values of inactives mirror those of a sister screen read the other way
# Peg3 promoter: Peg3 promoter activity inhibition; HeLa PEG-Prom luciferase reporter, luminescence, overnight; inhibition, % at 20 µM; AID 588405; 360,000 compounds, 1.7% hits;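 active means inhibition of at least 50% at 20 µM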
# CaV13 ICDI inh: Primary screen for inhibitors of IQ motif and Ca2+-dependent inactivation inhibitor domain binding in CACNA1D, Förster resonance energy transfer in living cells, … | HEK cells, CFP/YFP FRET ICDI-IQ, plate reader, 10 min; percent FRET-ratio fall versus neutral wells | inhibition, % at 12.3 µM | AID 743397 | 340,000 compounds, 0.098% hits;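 active means mean replicate inhibition of at least 30% and at least 1% of replicates passing that level; inconclusive means only one of the two criteria is met; inactive means neither criterion is met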;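 further: 0% = median of the neutral control wells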
# NR2E3 ag-1: activates human photoreceptor nuclear receptor NR2E3 | Q9Y5X4 | GST-NR2E3/biotin-RetCOR TR-FRET, 1536-well | inhibition of corepressor binding, % at 4.78 µM | 320,000 compounds, 0.12% hits | AID 2300;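 active means percent inhibition above the cutoff of mean plus 3 SD of all tested compounds, set per screening campaign, cut at about 20% in these data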;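 further: 0% = DMSO wells and 100% = biotin wells as full block of FRET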
# Target sequence (Q9Y5X4 whole entry, looked up): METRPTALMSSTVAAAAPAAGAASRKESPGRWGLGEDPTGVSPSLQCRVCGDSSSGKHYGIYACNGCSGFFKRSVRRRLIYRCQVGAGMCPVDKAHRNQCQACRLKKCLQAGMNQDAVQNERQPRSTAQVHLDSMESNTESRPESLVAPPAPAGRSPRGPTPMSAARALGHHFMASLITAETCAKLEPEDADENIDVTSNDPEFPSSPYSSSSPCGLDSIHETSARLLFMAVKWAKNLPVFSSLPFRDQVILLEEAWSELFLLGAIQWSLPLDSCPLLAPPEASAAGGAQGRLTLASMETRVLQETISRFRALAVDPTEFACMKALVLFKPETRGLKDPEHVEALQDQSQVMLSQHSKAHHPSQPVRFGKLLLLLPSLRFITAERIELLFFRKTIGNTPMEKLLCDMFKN
#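 Material – GST-tagged NR2E3 plus biotinylated RetCOR corepressor · Quantity – NR2E3 fusion 1.35 nM · Times – 5 h incubation at 4 °C · Medium – pH 7.5 Tris-based buffer · Technique – TR-FRET, Eu(K)-anti-GST donor, streptavidin-D2 acceptor, ex 340, em 617/671 nm · Benchmarks – high control biotin, low control 0.6% DMSO · Format – 1536-well plates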
# NR2E3 ag-2: human photoreceptor-specific nuclear receptor agonism; CHO-S Gal4-NCOR/VP16-NR2E3 two-hybrid, luciferase; inhibition of corepressor binding, % at 3.98 µM; 360,000 compounds, 0.35% hits; AID 602229;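 active means inhibition above the mean of all tested compounds plus 3 SD, cut at about 70% in these data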;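 further: 0% = DMSO with NR2E3 transfected cells and 100% = cells lacking NR2E3 construct; higher means lower luciferase signal from less NR2E3 corepressor binding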
# HIF-2a block: blocks HIF-2a reporter activity. 786-0 RCC cells HIF-2a reporter, luciferase luminescence, overnight. 360,000 compounds, 0.72% hits. inhibition, % at 18.8 µM;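 active means inhibition of the luminescence signal of 40% or more relative to plate controls, in a single-dose primary screen at 18.75 µM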
# CF NFkB inh: blocks PAF-induced NF-kB reporter in cystic fibrosis cells. KKLEB NF-kB-GFP reporter, GFP fluorescence overnight. inhibition, % at 5 µM. 360,000 compounds, 0.86% hits. AID 588850;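 active means at least 50% inhibition at 5 µM, scaled per plate between neutral and stimulator controls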;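 further: PAF is a Pseudomonas aeruginosa culture filtrate used as stimulus; plate controls were PAF-stimulated DMSO wells for no effect and unstimulated DMSO wells for full effect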
# Vif inh: inhibitors of HIV Vif; 340,000 compounds, 0.35% hits; HEK293T cells, Vif self-association by quenched fluorescence, imaging, 24 h; AID 602346; inhibition, % at 7.49 µM; in the data active means inhibition above about 50%, passing the limit was not always enough; inconclusive means no clear call, values can overlap the other calls; inactive means below about 31%; further: some results filed as inactive read as strong as hits
# Shn3 3UTR inh: Schnurri-3 reporter inhibition in Clone20 osteoblasts; Clone20 osteoblast Shn3 3'UTR firefly luciferase, 24 h; 360,000 compounds, 0.52% hits; inhibition, % at 12.5 µM; AID 588674;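 active means mean inhibition of at least 75% with every replicate also reaching 75%; inconclusive means mean inhibition at least 75% but some replicate below; inactive means mean inhibition below 75%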;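 further: 0% = median of neutral control wells and 100% = pilot-screen positive control compound; some compounds past the cut are filed as inactive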
# KKLEB tox: CF airway cell cytotoxicity counter-screen; KKLEB CF airway cells viability, ATPlite luminescence, overnight; hits give low values; cells stimulated with P. aeruginosa culture filtrate; activity change (cytotoxicity), % at 5 µM; 360,000 compounds, 0.36% hits;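 active means corrected activity change at or below -50% at 5 µM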
# * marks the source's active call; other numbers are inactive results; ? = inconclusive; · = not tested or not shown.
# Screens in order: PDI inh	TRPM1 prom inh	Peg3 promoter	CaV13 ICDI inh	NR2E3 ag-1	NR2E3 ag-2	HIF-2a block	CF NFkB inh	Vif inh	Shn3 3UTR inh	KKLEB tox
COc1ccc(S(=O)(=O)NCc2ccco2)cc1N(C)S(=O)(=O)c1ccccc1
→ 7	8	8	-2	4	4	13	7	-11	-1	-8
NC(=O)c1ccccc1OCC(=O)O
→ -5	2	15	·	-2	0	3	-1	10	-5	7
CC(C)c1ccccc1NC(=O)COC(=O)COc1ccccc1[N+](=O)[O-]
→ -1	10	0	-6	-2	-28	14	26	1	-10	-3
O=C(NNC(=O)C1CCN(Cc2cccc(F)c2)CC1)c1cccs1
→ 1	8	-7	1	-1	-12	15	12	?	6	-3
Cc1cc(NC(=O)CCSc2ccc(Cl)cc2)no1
→ -9	-13	3	-3	2	-9	11	-11	-10	-10	8
CCCCNC(=O)Nc1ccccc1C(=O)NCc1ccco1
→ -9	0	25	-5	4	9	8	-3	1	2	10
Cc1cccc(/C(N)=N/OC(=O)Cc2cccs2)c1
→ -2	-90	-227	-8	-1	-64	-230	-17	4	-108	13
CCN1C(=O)CSC1=Nc1ccc(C(=O)O)cc1
→ -3	6	-15	-21	4	-2	9	-2	0	-5	9
CCc1ccc2c(c1)NC(=O)C2(C)Cc1ccccc1 (configuration not stated)
→ 3	·	-6	-10	·	-9	9	15	-9	3	6
COc1cccc(CN(CC(=O)NCc2ccccc2)C(=O)c2csnn2)c1
→ -6	-10	-4	-3	-1	-21	-3	-6	2	-7	5
CCc1c(C)nc(N)n2c(SCC(=O)Nc3ccccc3)nnc12
→ -4	8	-5	-5	2	-21	3	-4	-8	13	11
COc1cc(OC)cc(-c2c(-c3ccc(F)cc3)c3cc(Br)ccc3n2C)c1
→ 1	19	19	-4	4	-13	16	30	6	9	14
Cc1cc(C)n(-c2nc(C(F)(F)F)nc3ccccc23)n1
→ 1	0	5	-5	-1	6	12	-2	-8	2	-1
Cc1cccc(OCCCC(=O)Nc2ccc(S(=O)(=O)Nc3onc(C)c3C)cc2)c1
→ -4	-13	12	-5	2	-32	9	-18	-1	-14	-6
Cc1ccc(C(=O)N/C(=C\c2ccc(-c3ccc(Br)cc3)o2)C(=O)NCCCN(C)C)cc1
→ 9	107*	109*	-4	-2	16	33	15	5	6	-19
CC1=C(C(=O)OCc2ccccc2)C(c2ccccc2Cl)NC(=O)N1CCCCCC(=O)O (configuration not stated)
→ 10	-1	1	-8	-1	11	2	-12	-8	6	16
N#Cc1ccc(NC(=O)Cn2cnc([N+](=O)[O-])c2)cc1
→ -4	4	10	0	-4	-20	19	-6	-3	23	6
Cc1ccc(/C=C/C(=O)OCC(=O)N(CC(C)C)c2c(N)n(Cc3ccccc3)c(=O)[nH]c2=O)o1
→ -2	-5	-10	-7	1	10	9	1	-8	14	15
Cc1nc(CN2CCCC2=NC#N)n(-c2ccccc2)n1
→ 0	2	1	-8	2	-17	7	-28	·	9	0
O=C(CC(NC(=O)c1ccccc1)c1ccccc1)Nc1ccc(F)c(F)c1 (configuration not stated)
→ 3	33	17	-7	3	-19	17	18	4	16	-9
O=C(NCCCN1CCCCC1)c1ccc(CS(=O)c2ccc(Cl)cc2)o1 (configuration not stated)
→ -1	-5	14	-4	-1	-11	6	-10	-9	-11	-1
CCOC(=O)c1cc([N+](=O)[O-])sc1NC(=O)c1ccc(S(=O)(=O)N2CC3(C)CC2CC(C)(C)C3)cc1 (configuration not stated)
→ 10	76*	46	-3	6	-14	1	48	·	21	-42
COc1ccc(NC(=O)/C(C#N)=C\c2cc(C)n(-c3ccc(Oc4ccc([N+](=O)[O-])cn4)cc3)c2C)cc1
→ -2	10	19	·	3	-30	10	25	6	49	-11
CCn1c(SCC(=O)OC(C)C)nnc1-c1ccccc1
→ 4	·	-4	-4	3	12	6	9	-3	·	-6
O=C(NNc1cccc(Cl)n1)Nc1ccc(F)cc1
→ 10	-7	-13	-6	-4	-7	17	-10	-3	-8	8
Cc1ccc(C)c(SCC(=O)Nc2cc(S(=O)(=O)N3CCOCC3)ccc2C)c1
→ -3	3	-4	-4	·	2	24	4	-13	0	2
CCCOc1ccc(C(=O)Nc2ccccc2[N+](=O)[O-])cc1
→ -10	-54	-236	·	-1	-122	-256	1	·	-60	8
CSc1cccc(NC(=O)COc2cccc3ccccc23)c1
→ 4	-1	-25	-7	0	4	-19	16	4	-8	-19
CCCCCC(C)n1[nH]c(=O)cc1N (configuration not stated)
→ -6	4	3	-6	3	2	5	-1	-55	9	-2
CCN(CC(=O)Nc1ccc(OC)cc1)C(=O)c1ccc2[nH]c3c(c2c1)CC(C)CC3 (configuration not stated)
→ 7	-2	7	-5	0	-6	5	-7	1	-6	4

# Entries above printed as active in Peg3 promoter:
molecule,PDI inh,TRPM1 prom inh,Peg3 promoter,CaV13 ICDI inh,NR2E3 ag-1,NR2E3 ag-2,HIF-2a block,CF NFkB inh,Vif inh,Shn3 3UTR inh
Cc1ccc(C(=O)N/C(=C\c2ccc(-c3ccc(Br)cc3)o2)C(=O)NCCCN(C)C)cc1,9,107*,109*,-4,-2,16,33,15,5,6

# Remaining list, next part:
# Screens in order: PDI inh	TRPM1 prom inh	Peg3 promoter	CaV13 ICDI inh	NR2E3 ag-1	NR2E3 ag-2	HIF-2a block	CF NFkB inh	Vif inh	Shn3 3UTR inh	KKLEB tox
CCOC(=O)[C@H]1[C@H]2COc3ccc(C)cc3[C@@H]2N2C(=O)CN(Cc3ccc(F)cc3)C(=O)[C@@]12C
→ 12	-8	20	-5	0	-21	9	6	-3	8	-5
COc1cc2c(cc1OC)C(C(=O)NCc1cccnc1)C(c1cccnc1)N(C)C2=O (configuration not stated)
→ 6	-2	5	-5	1	3	9	-7	-5	-2	-1
CN(CC(=O)N1CCN(c2ccccc2F)CC1)S(=O)(=O)c1cnc[nH]1
→ 0	13	-4	-5	-4	-4	11	30	-1	5	-14
O=C(/C=C/c1ccccc1)CC(=O)c1ccccc1O
→ 11	-62	-210	-55	2	-106	-243	-54	-9	-65	15
O=C(NNS(=O)(=O)c1ccccc1[N+](=O)[O-])c1ccncc1
→ -7	-8	0	-3	-1	-20	5	20	·	19	-8
Cn1c(CNC(=O)CNC(=O)c2ccccc2)cc(=O)n(C)c1=O
→ -4	2	6	-7	-2	-15	10	-15	11	-4	15
Cc1nnc(NC(=O)Cc2cccs2)s1
→ -6	6	14	·	2	-6	5	-7	3	20	5
CN(C)S(=O)(=O)c1ccc(N/C=C(\[N+](=O)[O-])S(=O)(=O)c2ccccc2)cc1
→ -5	-5	1	-5	0	4	14	-12	2	-8	10
COc1ccc(Nc2nc(N3CCCCC3)c3ccccc3n2)cc1
→ 2	7	4	·	-7	36	-13	6	·	83	-6
O=C(NCC1CCCO1)c1cccc2ccccc12 (configuration not stated)
→ 4	2	3	-2	1	6	-10	8	14	-12	-2
CCn1cc(C(C)NC(=O)Nc2ccccc2C(=O)OC)c(C)n1 (configuration not stated)
→ -2	-40	2	-3	3	10	6	-5	2	5	-1
COc1ccccc1CNC(=O)CN(C)CC(=O)Nc1ccccc1Br
→ -3	3	9	-9	·	2	-4	-8	-6	-3	0
NS(=O)(=O)c1cccc(NC(=O)COC(=O)COc2ccc3ccccc3c2)c1
→ 3	14	15	1	4	8	13	8	-1	-18	8
S=C(N/N=C/c1ccccc1Cl)Nc1ccccc1
→ -1	-23	-181	-4	3	-94	-182	0	-10	-40	-22
C/C=C(\C)C(=O)O[C@@H]([C@H](O)c1cc2ccc(=O)oc2cc1OC)C(C)(C)O
→ 6	-9	-85	-10	1	10	12	-8	-5	-33	10
CC(C)CNc1nnnc2c1sc1nc(N3CCOCC3)c3c(c12)CCCC3
→ 0	-5	15	-3	-1	3	12	4	5	1	-13
Cc1ccc(OCCNC(=O)c2cccc(S(=O)(=O)N3CCN(Cc4ccccc4)CC3)c2)cc1
→ 20	0	8	-5	·	22	13	20	-31	57	-16
CC(C)c1nnc(NC(=O)CCC(=O)N2CCN(c3ccc(F)cc3)CC2)s1
→ -8	0	-2	-2	0	3	8	-22	-3	-1	-4
O=C(NCc1ccccc1Cl)c1cc(=O)[nH]c2ccccc12
→ 7	7	10	-4	-1	-17	13	3	14	-6	-2
c1ccc(C2=NN(c3ccccc3)C(c3ccco3)C2)cc1 (configuration not stated)
→ 1	-11	-26	-5	-1	-5	-47	4	11	-11	-22

# Grouped by structure: the compounds so far with fluorine
# Screens in order: PDI inh	TRPM1 prom inh	Peg3 promoter	CaV13 ICDI inh	NR2E3 ag-1	NR2E3 ag-2	HIF-2a block	CF NFkB inh	Vif inh	Shn3 3UTR inh	KKLEB tox
O=C(NNC(=O)C1CCN(Cc2cccc(F)c2)CC1)c1cccs1
→ 1	8	-7	1	-1	-12	15	12	?	6	-3
COc1cc(OC)cc(-c2c(-c3ccc(F)cc3)c3cc(Br)ccc3n2C)c1
→ 1	19	19	-4	4	-13	16	30	6	9	14
Cc1cc(C)n(-c2nc(C(F)(F)F)nc3ccccc23)n1
→ 1	0	5	-5	-1	6	12	-2	-8	2	-1
O=C(CC(NC(=O)c1ccccc1)c1ccccc1)Nc1ccc(F)c(F)c1 (configuration not stated)
→ 3	33	17	-7	3	-19	17	18	4	16	-9
O=C(NNc1cccc(Cl)n1)Nc1ccc(F)cc1
→ 10	-7	-13	-6	-4	-7	17	-10	-3	-8	8
CCOC(=O)[C@H]1[C@H]2COc3ccc(C)cc3[C@@H]2N2C(=O)CN(Cc3ccc(F)cc3)C(=O)[C@@]12C
→ 12	-8	20	-5	0	-21	9	6	-3	8	-5
CN(CC(=O)N1CCN(c2ccccc2F)CC1)S(=O)(=O)c1cnc[nH]1
→ 0	13	-4	-5	-4	-4	11	30	-1	5	-14
CC(C)c1nnc(NC(=O)CCC(=O)N2CCN(c3ccc(F)cc3)CC2)s1
→ -8	0	-2	-2	0	3	8	-22	-3	-1	-4
